Screens: PubChem BioAssay, National Center for Advancing Translational Sciences (NCATS)
ERK EGF inh: blocks ERK signaling stimulated by EGF; HEK293-V1b, EGF-stimulated phospho-ERK AlphaScreen; Potency, µM (doses to about 11.5 µM), without a hit: at the highest dose activity change, negative = inhibition, actives largely listed as inhibitors; 130,000 tested, 0.41% active; active = well fitted inhibition curve with a large enough effect; inconclusive = small, poorly fitted or top-dose-only effect, or effect the other way;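 also: plate controls were stimulated vehicle wells for no effect and unstimulated vehicle basal for full effect; nearly all actives have a fitted effect of over 55% in size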
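Cell line HEK293 (stable V1b), low serum overnight. Pretreatment: compound 30 min, 37C. EGF 25 nM, 5 min. Detection: SureFire AlphaScreen, 5 h RT. AC50 via standard Hill equation.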
Numbers without * were called inactive; u = inconclusive; & = joins results of further samples; [ ] = remark or other dose. Potency is read from the fitted curve at half-maximal effect. These rows are one share of the data; the hit share may differ from the screen's.

SMILES	ERK EGF inh
O=C(C[n+]1cccc2ccccc21)c1ccc(NC(=O)c2ccccc2)cc1	12%
COCCNC(=S)N1CCc2cc(OC)c(OC)cc2C1COc1ccc(C(C)C)cc1 (stereo not drawn)	-3%
Cc1cccn2c(=O)c3cc(S(=O)(=O)c4ccccc4)c(=N)n(Cc4ccco4)c3nc12	8%
COc1cc(C(NC(C)=O)NC(C)=O)ccc1OCc1ccccc1	-22%
CCOC(=O)C1C(=O)NC(c2ccccc2)=NC1c1ccc(O)c(OC)c1 (stereo not drawn)	2%
CC(=O)OC[C@@]12C(=O)[C@@H](O)[C@@H](C)[C@]3(C[C@@H](c4ccoc4)O[C@@H]3OC(C)=O)[C@H]1CCC[C@]21CO1	-7%
O=C(CCC(=O)OCC(=O)c1ccccc1)Nc1cccc(Cl)c1	6%
Cc1sc(N2C(=O)C3C4C=CC(C4)C3C2=O)c(C#N)c1C (stereo not drawn)	7%
O=C(O)CCCn1cc(NC(=O)c2cccc(F)c2)cn1	-3%
O=C(NCCN1C(=O)S/C(=C\c2cccnc2)C1=O)C1=NN(c2ccccc2)C(=O)CC1	2%
CCOCCCNS(=O)(=O)c1ccc(NC(=O)c2ccc([N+](=O)[O-])cc2Cl)cc1	2%
Cc1nc2nc[nH]n2c(=O)c1CCOC(=O)c1c(F)cccc1F	-6%
O=S(=O)(c1ccc(N2CCN(CCO)CC2)nc1)N1CCCCC1	1%
O=C(CO/N=C/c1ccc(OC(F)F)cc1)NCc1ccco1	-5%
CCc1ccc(N(CC(=O)Nc2ccc(NC(C)=O)cc2)S(=O)(=O)c2ccccc2)cc1	-7%
COc1ccc(C2OCC3(O)C(c4ccc(OC)c(OC)c4)OCC23)cc1OC (stereo not drawn)	5%[57.5 µM]
Cc1cc(C)c(C)c(S(=O)(=O)N2CCN(C(=S)NCC3CCCO3)CC2)c1C (stereo not drawn)	8%
Cc1nc(-c2ccc3c(c2)OCCO3)cs1	-3%
Cc1cc(C)c(O)c(-c2n[nH]c3c2C(c2cccc(O)c2)N(Cc2ccco2)C3=O)c1 (stereo not drawn)	u
COc1ccc2c(c1)c(/C=N/Nc1nc3ccccc3[nH]1)c(C)n2C	u
C/C(=N\O)C1CC(CC(=O)O)C1(C)C (stereo not drawn)	0%[57.5 µM]
COc1cc(N2CCCC2)c(OC)cc1C=O	1%
CCOC(=O)c1cc(-c2ccccc2)sc1NC(=O)C(C)OC(=O)c1ccncc1 (stereo not drawn)	4%
CCOC(=O)c1nnn2c1nc(N1CCCCC1)c1ccccc12	-4%[57.5 µM]

Part of the list above, reformatted:
ERK EGF inh | structure
2% | O=C(NCCN1C(=O)S/C(=C\c2cccnc2)C1=O)C1=NN(c2ccccc2)C(=O)CC1
2% | CCOCCCNS(=O)(=O)c1ccc(NC(=O)c2ccc([N+](=O)[O-])cc2Cl)cc1
-6% | Cc1nc2nc[nH]n2c(=O)c1CCOC(=O)c1c(F)cccc1F

Random excerpt: three entries already listed
SMILES	ERK EGF inh
COc1cc(N2CCCC2)c(OC)cc1C=O	1%
Cc1cccn2c(=O)c3cc(S(=O)(=O)c4ccccc4)c(=N)n(Cc4ccco4)c3nc12	8%
O=C(O)CCCn1cc(NC(=O)c2cccc(F)c2)cn1	-3%

Additional entries:
SMILES	ERK EGF inh
CCN1CC(CN(C)Cc2nc(-c3cccs3)no2)CC1=O (stereo not drawn)	2%
CN(C)C(/C=C/Nc1ccc(Br)cc1)=C(C#N)C#N	-6%[57.5 µM]
NS(=O)(=O)c1cc(C(=O)NCCOc2ccccc2)c(Cl)cc1Cl	10%
Cc1cc(C)nc(NC(=O)c2ccc3c(c2)OCO3)c1	3%
Cc1nc(Nc2ccc(S(N)(=O)=O)cc2)sc1C(=O)Nc1ccccc1	1%
Cc1ccc(N2C(=O)[C@@H]3C(c4cccnc4)=NO[C@@H]3C2=O)cc1	-2%[57.5 µM]
COc1cccc(/C=N/NC(=O)CNC(=O)CCc2ccccc2)c1O	-5%[57.5 µM]
O=C(NNc1ccc(C(F)(F)F)cc1[N+](=O)[O-])c1ccc(NS(=O)(=O)c2ccc(F)cc2)cc1	9%
CC(=O)c1nnn(-c2ccc([N+](=O)[O-])cc2)c1C	-3%
CCOc1ccc(NC(=O)CNC(=O)c2ccc(OC)cc2)cc1	2%
O=C(O)CCCN=CC1=C(O)C(C(=O)c2ccccc2)CCC1=O (stereo not drawn)	5%
CCOC(=O)C1CCN(C(=O)c2ccc(Oc3cc(Cl)cc(Cl)c3)o2)CC1	6%[57.5 µM]

Some of the entries above, set out differently:
ERK EGF inh | molecule
3% | Cc1cc(C)nc(NC(=O)c2ccc3c(c2)OCO3)c1
1% | Cc1nc(Nc2ccc(S(N)(=O)=O)cc2)sc1C(=O)Nc1ccccc1
-2%[57.5 µM] | Cc1ccc(N2C(=O)[C@@H]3C(c4cccnc4)=NO[C@@H]3C2=O)cc1

(more compounds)
SMILES	ERK EGF inh
CC1(O)N(CCC(=O)Nc2cccc(F)c2)C(=O)OC12CCCCC2 (stereo not drawn)	6%[57.5 µM]
CCCc1cc(=O)n(-c2nc3ccccc3s2)[nH]1	-2%[57.5 µM]
N#Cc1cn(CCOc2ccc(F)cc2)c2ccccc12	-4%
CC(C)c1ccc2c(c1)C(c1cccs1)=NNC(c1ccncc1)=N2	-5%
C=CCN=C1NN=C(c2cc(C)n(CCOC)c2C)CS1	-2%
O=C(NCc1cccc(Cl)c1)c1cc(COc2ccc3ncccc3c2)on1	u
COc1ccc2c(c1)CCC1C2CC[C@@]2(C)C1CC[C@@H]2NCCCCCCN1C(=O)C=CC1=O (stereo partly drawn)	12%
O=C(Nc1ccc(NC(=O)c2cccs2)cc1)c1ccc2c(c1)OCO2	u
Cc1c(N=C2N=C(NC(=O)NC(C)(C)C)c3ccccc32)c(=O)n(-c2ccccc2)n1C	-2%
O=C(N/N=C/c1ccc(Br)cc1)c1ccc(F)cc1	-8%
CCCCCCCCCn1ccc(=N)cc1	-13%[57.5 µM]
NS(=O)(=O)c1ccc(Nc2nc(-c3cccc([N+](=O)[O-])c3)cs2)cc1	u
Cc1cc([N+](=O)[O-])ccc1NC(=O)CN1C2CCC1CC(NC(=O)NC13CC4CC(CC(C4)C1)C3)C2 (stereo not drawn)	-1%
CCOc1ccc(N(Cc2nnc3n2CCCCC3)C(=O)Nc2cccc(C)c2)cc1	-4%
Nc1c(-c2nn[nH]n2)cnn1-c1cc(Cl)cc(Cl)c1	-1%[57.5 µM]
CC(=O)OC(C)C(=O)NS(=O)(=O)c1ccc(C)cc1 (stereo not drawn)	-2%
COc1ccc(CNC(=O)CN=C2NC(=O)C(c3ccccc3)(c3ccccc3)N2)cc1	4%
O=C(Oc1ccc(/C=N/n2cnnc2)cc1)c1cccc([N+](=O)[O-])c1	2%
CCCOc1ccc(CN(CCC#N)C(=S)NC(=O)c2ccccc2)cc1	5%
COc1cc(NC(=O)CSc2ccccc2)c(C(=O)O)cc1OC	3%
COC(=O)[C@H](Cc1ccccc1)NC(=O)O[C@@H]1Cc2cc(OC)ccc2O[C@H]1c1cccc(OC)c1	-8%
Cc1cc(C(=O)COC(=O)c2ccco2)c(C)n1Cc1ccco1	-5%
CC(=O)N1CCN(c2ccc(C(N)=O)cc2[N+](=O)[O-])CC1	4%
Cn1c(=O)c2c(nc(SCC(=O)NCc3ccc4c(c3)OCO4)n2Cc2ccc(Cl)cc2)n(C)c1=O	8%

Compound: CCCCN(CC(=O)NCCOC)C(=O)Cn1nnc2ccccc21
- ERK EGF inh: -4%

Compound: O=C(O)CC/C(=N\NC(=O)CNC(=O)/C=C/c1ccccc1)c1ccccc1
- ERK EGF inh: 3%[57.5 µM]

Compound: O=c1c(S(=O)(=O)c2ccc(Cl)cc2)cn(Cc2ccccc2F)c2ccc(F)cc12
- ERK EGF inh: 4%

Compound: Fc1ccccc1-c1nc2ncccc2o1
- ERK EGF inh: -12%

Compound: CC1OC(OC2C(OC3C(O[C@H]4CC[C@]5(C)C6C=C[C@]78OC[C@@]9(CC[C@@H](C)[C@H](C)C97)[C@H](O)C[C@@]8(C)[C@]6(C)CC[C@H]5C4(C)C)OC(C)C(O)C3O)OC(CO)C(O)C2O)C(O)C(O)C1O (stereo partly drawn)
- ERK EGF inh: 11µM*

Compound: N#Cc1cc(C(=O)c2cc(F)ccc2O)cn(Cc2ccccc2)c1=O
- ERK EGF inh: 11%

Compound: C=CCc1c(NCCO)nc(C)[nH]c1=O
- ERK EGF inh: -1%

Compound: CC1CCCCN1c1ncnc(N)c1[N+](=O)[O-] (stereo not drawn)
- ERK EGF inh: 0%

Compound: COc1ccccc1Nc1nc(N)nc(CN2CCCCC2)n1
- ERK EGF inh: 6%

Compound: CN1CCN(c2ccc([N+](=O)[O-])cc2/C=N/NC(=O)c2cccc([N+](=O)[O-])c2)CC1
- ERK EGF inh: 13%

Compound: COc1ccc(CCNC(=O)COc2ccc(-c3ccc(C#N)cc3)cc2)cc1
- ERK EGF inh: -4%

Compound: CCOC(=O)c1c(C)[nH]c(C)c1C(=O)COC(=O)/C=C/c1cccc(Cl)c1
- ERK EGF inh: 3%

Compound: CC(=O)Oc1ccc(C(=O)Nc2ccccc2C(=O)N2CCCCC2)cc1
- ERK EGF inh: -9%

Compound: C[C@H]1C(O)[C@@]23CCC4C5(C=[N+](CCO)C[C@]4(C)CCC5)C2C[C@@H]1C3 (stereo partly drawn)
- ERK EGF inh: -2%

Compound: O=C(CSc1ccc(-c2cccc([N+](=O)[O-])c2)nn1)NC1CCCC1
- ERK EGF inh: -4%

Compound: Cc1ccc(CN2CCN(Cc3cn(C)nc3-c3ccccc3)CC2CCO)o1 (stereo not drawn)
- ERK EGF inh: 0%

Compound: Cc1ccsc1/C=N/NC(=O)c1ccc(Cn2cc(Br)cn2)o1
- ERK EGF inh: -8%

Compound: CCCCNC(=O)C1CCN(c2nc(OC)nc(OC)n2)CC1
- ERK EGF inh: -2%

Compound: CCOC(=O)C(=NC1CCS(=O)(=O)C1)NNc1ccccc1Cl (stereo not drawn)
- ERK EGF inh: -28%[57.5 µM]

Compound: COc1cc(Cl)c(C)cc1NC(=O)Cc1ccc(OC)c(OC)c1
- ERK EGF inh: -3%

Compound: COc1ccccc1C/C(N)=N/OC(=O)COc1cccc(C)c1C
- ERK EGF inh: u

Compound: CCOC(=O)c1nn(-c2ccccc2)c(C#N)c1N
- ERK EGF inh: -13%

Compound: COc1ccc(/C=C2\N=C(C)N(c3ccc(C(=O)O)cc3)C2=O)cc1OC
- ERK EGF inh: 8%

Compound: CC(C)(C)OC(=O)NCCCCC1=CC2=CC(=O)C(C)(OC(=O)c3ccco3)C(=O)C2=CO1 (stereo not drawn)
- ERK EGF inh: 6%

Compound: Cc1ccsc1-c1nc(CN2CCN(C)C(=O)[C@@H]2C)c(C)o1
- ERK EGF inh: -16%

Compound: COc1cccc(Nc2nnc(SCC3CCCCO3)s2)c1 (stereo not drawn)
- ERK EGF inh: -8%

Compound: CC1=C(C(=O)OCc2ccccc2)C(c2ccc(C(F)(F)F)cc2)NC(=O)N1CCCCCC(=O)O (stereo not drawn)
- ERK EGF inh: 3%&-7%

Compound: CCOC(=O)C1=C2c3ccc4ccccc4c3CC(C)(C)N2C(=O)C1=O
- ERK EGF inh: -23%[57.5 µM]

Compound: O=C(CN1C(=O)CSC1=O)NC1CCCCC1
- ERK EGF inh: 4%

Compound: COc1ccc2c3c([nH]c2c1)C1CC2C(CC(O)C(OC)C2C(=O)O)CN1CC3 (stereo not drawn)
- ERK EGF inh: -3%[57.5 µM]

Compound: Cc1c([N+](=O)[O-])cc(C(=O)Nc2ccc(Cc3ccncc3)cc2)cc1[N+](=O)[O-]
- ERK EGF inh: 14%

Compound: Cn1cncc1C(=O)c1ccccc1
- ERK EGF inh: -1%[57.5 µM]

Compound: N#Cc1ccccc1OCC(O)CS(=O)(=O)c1ccccc1 (stereo not drawn)
- ERK EGF inh: -6%

Compound: CCOC(=O)C1=C(N)OC2=C(C(=O)CC(C)(C)C2)C1c1cccs1 (stereo not drawn)
- ERK EGF inh: 5%

Compound: Cc1c(-c2ccc(F)cc2)nc(N)c(C#N)c1-c1cccnc1
- ERK EGF inh: -10%[57.5 µM]

Compound: COc1nc(Cl)cn(-c2ccc(C)cc2)c1=O
- ERK EGF inh: 10%

Compound: O=c1c2ccccc2nnn1Cc1ccc2ccccc2c1
- ERK EGF inh: -14%

Compound: COc1ccc(CCNC(=O)Cn2cnc3sc(C)c(-c4ccc(F)cc4)c3c2=O)cc1OC
- ERK EGF inh: 1%

Compound: COCCN(CCOC)c1ncnc2c1cnn2-c1ccccc1
- ERK EGF inh: 9%[57.5 µM]

Compound: OCC1(Cc2ccccc2)CCCN(Cc2c[nH]c3ccccc23)C1 (stereo not drawn)
- ERK EGF inh: -22%

Compound: c1ccc(-c2ccccc2OCc2nnc3n2CCC3)cc1
- ERK EGF inh: -4%

Compound: COc1cccc(Cn2cc(N)cn2)c1
- ERK EGF inh: 2%

Compound: O=C(O)C(Cc1cc2ccccc2[nH]1)N1C(=O)C2CC=C(Cl)CC2C1=O (stereo not drawn)
- ERK EGF inh: 0%

Compound: c1ccc(C2c3[nH]c4ccccc4c3CCN2Cc2cccn2-c2ccccn2)nc1 (stereo not drawn)
- ERK EGF inh: u

Compound: COC(=O)[C@@]1(Cc2ccc(F)cc2)[C@H]2c3cc(C(=O)N4CCCC4)n(C[C@H](O)CO)c3C[C@H]2CN1C(=O)c1ccccc1
- ERK EGF inh: -1%

Compound: N#CC1CCCc2c1[nH]c1ccc([N+](=O)[O-])cc21 (stereo not drawn)
- ERK EGF inh: -10%[57.5 µM]

Among those listed so far, 4 have two or more sulfur atoms:
Compound: Cc1cc(C)c(C)c(S(=O)(=O)N2CCN(C(=S)NCC3CCCO3)CC2)c1C (stereo not drawn)
- ERK EGF inh: 8%

Compound: Cc1nc(Nc2ccc(S(N)(=O)=O)cc2)sc1C(=O)Nc1ccccc1
- ERK EGF inh: 1%

Compound: NS(=O)(=O)c1ccc(Nc2nc(-c3cccc([N+](=O)[O-])c3)cs2)cc1
- ERK EGF inh: u

Compound: COc1cccc(Nc2nnc(SCC3CCCCO3)s2)c1 (stereo not drawn)
- ERK EGF inh: -8%
